Bioassay records (PubChem BioAssay)
LYP inhibition = inhibitors of LYP phosphatase, biochemical, fluorescence intensity, uHTS (AID 1779). Tyrosine-protein phosphatase non-receptor type 22 (Homo sapiens). recombinant LYP phosphatase, fluorescence intensity; higher % means a stronger effect. inhibition, % at 11.5 µM, or IC50 in µM where a hit was titrated. hit rate 0.054% among 290,000;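 further: plate controls were vehicle with enzyme for no effect and no enzyme for full effect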
PMI inhibitors = inhibitors of human PMI, primary screen, biochemical, fluorescence intensity, coupled assay (AID 1209); hit rate 0.42% among 190,000; purified PMI enzyme, coupled fluorescence intensity; higher % means a stronger effect; Mannose-6-phosphate isomerase (Homo sapiens); one-dose inhibition, % at 20 µM; IC50 in µM for titrated hits;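 further: plate controls were DMSO vehicle for no effect and wells lacking substrate for full effect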
human PMI inhibitors = human PMI inhibitors, high substrate, primary screen, biochemical, fluorescence intensity, high mannose 6-phosphate (AID 1220); hit rate 0.66% among 190,000; inhibition, % at 20 µM, or IC50 in µM where a hit was titrated; Mannose-6-phosphate isomerase (Homo sapiens); recombinant PMI enzyme, coupled fluorescence intensity; higher % means a stronger effect
NOD1 NF-kB reporter = NOD1 signaling inhibitors, primary screen, cell-based, luminescence, uHTS (AID 1578) | NOD1-driven NF-kB luciferase reporter cells, luminescence; higher % means a stronger effect | inhibition, % at 4 µM, or EC50 in µM where a hit was titrated | hit rate 1% among 290,000; in the data active means inhibition mostly above about 36%, no sharp cut-off; inactive means mostly below about 34%;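 further: HEK-293T reporter cells stimulated with the NOD1 agonist gamma-tri-DAP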
TNAP activators = human TNAP enzyme activators, primary screen, biochemical, luminescent, no phosphate acceptor, uHTS (AID 1001) | Alkaline phosphatase, tissue-nonspecific isozyme (Homo sapiens) | purified TNAP, luminescent activation assay, no phosphate acceptor; higher activation fold means a stronger effect | activation fold at 20 µM, or EC50 in µM where a hit was titrated | hit rate 0.03% among 200,000; in the data active means activation fold from about 3, or a potency from the dose series; inactive means the rest, 99 in 100 with activation fold below about 1.6; further: many of its hits are not listed in these tables
KOR beta-arrestin-1 = KOR agonists, beta-arrestin recruitment, primary screen, cell-based, luminescence, uHTS (AID 1777) | Kappa-type opioid receptor (Homo sapiens) | KOR beta-arrestin recruitment, luminescence; higher % means a stronger effect | activation, % at 10 µM; hits with a dose series show EC50 in µM | hit rate 0.02% among 280,000; in the data active means activation above about 50%, passing the limit was not always enough; further: a part of the inactive calls stands beside numbers as strong as those of hits
HEK293 NOD2/NF-kB = NOD2 signaling inhibitors, cell-based, luminescence, uHTS, HEK293 (AID 1566). HEK293 NOD2/NF-kB luciferase reporter, luminescence; higher % means a stronger effect. inhibition, % at 4 µM, or EC50 in µM where a hit was titrated. hit rate 0.63% among 290,000; further: many of its hits are not listed in these tables
KOR beta-arrestin-2 = KOR antagonists, beta-arrestin recruitment, cell-based, luminescence, uHTS (AID 1778) | hit rate 0.091% among 290,000 | inhibition, % at 10 µM, or IC50 in µM where a hit was titrated | KOR beta-arrestin recruitment, luminescence, antagonist mode; higher % means a stronger effect; further: strong numbers were not always called active
XIAP displacement = XIAP antagonists, biochemical, IAP family, fluorescence polarization (AID 1018) | XIAP BIR domain, fluorescence polarization peptide displacement; higher % means a stronger effect | displacement, % at 20 µM; hits with a dose series show IC50 in µM | hit rate 0.007% among 200,000; in the data active means displacement above about 50%; further: a part of the inactive calls stands beside numbers as strong as those of hits
* marks the source's active call; other numbers are inactive results; / = not tested or not shown; [ ] = another dose, or the depositor's remark. Unless noted, no stated cut-off is given here; in the data, active means inhibition above about 50%; inactive means the rest. These rows are one share of the data. The share of hits here may be higher or lower than overall.

KOR beta-arrestin-2	KOR beta-arrestin-1	LYP inhibition	NOD1 NF-kB reporter	human PMI inhibitors	PMI inhibitors	TNAP activators	XIAP displacement	HEK293 NOD2/NF-kB	compound
-38%	52%	4%	-33%	15%	16%	1.1	-4.4%	-21%	COc1ccc(-n2ncc3c(NCc4ccc5c(c4)OCO5)ncnc32)cc1
2%	-7.1%	1%	-17%	-11%	-12%	1.1	-3.7%	8%	CC(=O)c1ccc(N2CCN(CC(=O)Nc3cc(C)on3)CC2)cc1
11%	-1.5%	0%	-13%	0%	15%	1.1	-4.0%	-2%	CCCc1nnc(NC(=O)CN2C(=O)C3C4C=CC(C4)C3C2=O)s1 (stereo not given)
5%	7.0%	-2%	-12%	5%	2%	1.1	1.8%	0%	CCOc1ccc(OCC)c(NC(=O)CSCCc2ccccn2)c1
-7%	-3.0%	-6%	-8%	12%	8%	1.1	-2.1%	11%	C/C(=N\NC(=O)CCc1c[nH]c2ccccc12)c1ccc([N+](=O)[O-])cc1
16%	4.4%	-2%	-7%	/	/	/	/	-7%	Cc1cc(C)c(OCC(=O)N(Cc2ccc(N(C)C)cc2)C2CCS(=O)(=O)C2)c(C)c1 (stereo not given)
-17%	1.6%	0%	-4%	0%	9%	1	-3.8%	-8%	O=C(CN(CC1CCCO1)S(=O)(=O)c1ccc(S(=O)(=O)NC2CC2)cc1)Nc1ccccc1 (stereo not given)
-25%	2.1%	5%	11%	-5%	7%	0.8	0.4%	19%	Cc1ccc(C(=O)NC(=S)Nc2ccc(S(=O)(=O)N3CCN(C)CC3)cc2)cc1
-32%[20 µM]	-4.9%	-4%	1%	/	/	/	/	7%	CCC1=NN(C(=O)c2cccc([N+](=O)[O-])c2)C(O)(c2ccc(C)cc2)C1 (stereo not given)
-51%[20 µM]	1.2%	-5%	-15%	/	/	/	/	1%	O=C(NC1CCCN(CCc2ccccc2)C1)c1c[nH]c2ccccc12 (stereo not given)
12%	6.6%	1%	-24%	7%	18%	1.1	0.5%	14%	O=C1CN(c2ccc(Br)cc2)C(=O)N1CC(=O)N1CCCc2ccccc21
-9%	0.5%	-11%	-41%	/	/	/	/	-15%	O=C(Nc1cccnc1)Nc1cccc(F)c1
25%	-6.0%	-5%	-16%	/	/	/	/	10%	CCC(C(=O)NC1CCCC1)n1nc(C)n2c(cc3occc32)c1=O (stereo not given)
11%	-2.2%	-4%	-25%	6%	3%	1.1	-8.1%	1%	CCN(CC)S(=O)(=O)c1cccc(NC2=NCC(C)S2)c1 (stereo not given)
-27%	4.2%	-7%	-8%	/	/	/	/	-3%	O=C(Nc1ccccc1Oc1ccccc1)C1=COCCO1
6%	-1.7%	5%	-9%	/	/	/	/	-11%	Fc1ccc(C2=Nn3c(nnc3-c3ccco3)SC2)cc1
18%	1.2%	-8%	-2%	-2%	2%	1.1	-11%	12%	O=C(O)c1ccc(/C=N/N2CCN(Cc3ccccc3)CC2)cc1
-3%	0.5%	-4%	-8%	5%	2%	1.1	7.0%	12%	N#CCCN1CCN(C(=O)c2c(N)no[n+]2[O-])CC1
6%	-1.3%	-4%	-5%	13%	14%	1	-2.4%	15%	Cc1nc2sc(C(c3cccc(F)c3)N3CCCCC3)c(O)n2n1 (stereo not given)
7%	5.0%	-5%	-3%	/	/	/	/	8%	O=C(O)c1ccccc1-n1cnnn1
-36%	17%	-3%	14%	4%	3%	1.1	-3.8%	2%	COc1ccc(Cl)cc1NC(=O)C12CCC(C)(C(=O)O1)C2(C)C (stereo not given)
-34%	-2.5%	-11%	-5%	-3%	1%	1.2	-3.0%	21%	O=C(NCc1ccc(N2CCCC2=O)cc1)Nc1cccc(Cl)c1
15%	-0.2%	-7%	-20%	20%	-2%	0.9	-1.7%	12%	O=C(COc1ccccc1)N/N=C/c1ccc([N+](=O)[O-])o1
-78%[20 µM]	/	-5%	-20%	-2%	1%	1.1	2.2%	-20%	Cc1ccc(OCc2nc(-c3cccnc3)no2)cc1C
-16%	1.8%	-6%	-6%	/	/	/	/	-2%	Cc1onc(-c2ccccc2Cl)c1C(=O)N1CCCCC1C (stereo not given)
-5%	2.0%	-5%	-24%	-8%	-5%	1	-1.6%	10%	O=C(NCCC1=CCCCC1)C1CCN(S(=O)(=O)c2cccc3nonc23)CC1
-2%	-2.6%	1%	-15%	7%	17%	1.2	-1.6%	16%	COc1ccc(N2CC(NC(=O)NCC(C)C)CC2=O)cc1 (stereo not given)
13%	5.7%	5%	-22%	-4%	-6%	1	-3.8%	-32%	CCCCC(=O)Nc1nc2ccc3nc(C)sc3c2s1
16%	-3.2%	-11%	18%	-11%	-2%	1.1	-1.8%	14%	COc1ccc(CNC(=O)COC(=O)C2CC3C=CC2C3)cc1 (stereo not given)
-34%	5.1%	-2%	18%	-8%	-1%	1.1	-8.1%	3%	O=S(=O)(/N=C(/Nc1ccc(Cl)cc1Cl)c1ccccc1)c1cccs1
9%	-1.0%	-3%	-15%	-6%	-7%	1.1	0.8%	8%	Cc1c(Br)c([N+](=O)[O-])nn1CCCC(=O)Nc1c(C)n(C)n(-c2ccccc2)c1=O
15%[20 µM]	-4.0%	-12%	-1%	/	/	/	/	14%	CCc1ccc(CNC(=O)CCCn2nc(C)n3ccnc3c2=O)cc1
9%	-4.1%	-11%	-22%	-8%	-12%	1	-3.1%	-82%	Cc1ccc(N=C/C(C(=O)C(F)(F)F)=C(\O)c2ccco2)cc1Cl
27%	-7.1%	1%	-40%	27%	1%	0.9	8.4%	11%	O=C(O)c1ccc(Nc2cc(Cl)c3nonc3c2[N+](=O)[O-])cc1
37%	1.8%	-5%	16%	-90%	-30%	1.1	-10%	13%	Cc1ccc(NC(=O)c2ccc(Cl)c(N3C(=O)C=CC3=O)c2)cc1
8%	3.4%	0%	7%	-3%	0%	1	-2.9%	-15%	CCC(c1nnc(SCC(=O)Nc2nnc(-c3ccccc3)o2)n1Cc1ccccc1)N(C)C (stereo not given)
-3%	-1.1%	-9%	-15%	/	/	/	/	6%	Cc1c(OCC(=O)NCCCN2CCOCC2)ccc2c3c(c(=O)oc12)CCCC3
10%	-2.8%	-8%	-34%	-2%	1%	1.1	-6.2%	2%	CCS(=O)(=O)N1CCN(c2ccccc2F)CC1
9%	-0.9%	-13%	15%	2%	-3%	1	-6.2%	11%	O=C(O)CCCC(=O)N1CC(=O)Nc2ccccc21
0%	-2.9%	-7%	1%	-10%	-13%	1.1	-5.0%	5%	COc1ccc(-n2c(CNc3ccc(C)cc3)nnc2SCC(=O)Nc2nc(-c3ccccc3)cs2)cc1
-8%	7.2%	-1%	-45%	14%	2%	1	-2.6%	-7%	S=C(NCCN1CCOCC1)Nc1cccc2ccccc12
22%	-4.3%	0%	-30%	-3%	-4%	1.2	-2.2%	15%	Cc1cc(C)cc(NC(=O)N2CCN(S(C)(=O)=O)CC2)c1
-40%[20 µM]	3.4%	-6%	-12%	3%	6%	1.1	-3.9%	21%	Cn1nc(C(F)(F)F)c(CO)c1Sc1ccc(F)cc1
-21%	0.6%	7%	76%*	6%	9%	1.1	-3.7%	39%	CC1CCCC(C)N1C(=O)c1cccc2c1-c1ccccc1/C2=N/O (stereo not given)
-18%	-2.4%	-2%	-16%	7%	2%	1.1	-2.7%	19%	O=C(NC1CC1)C(=O)c1c(-c2ccccc2)[nH]c2ccccc12
33%	0.0%	-8%	-6%	/	/	/	/	3%	CCCc1nc2oc3c(=O)[nH]cnc3c2c2c1COC(C)(C)C2
-21%	0.2%	-2%	1%	/	/	/	/	41%	Cc1ccc(CNc2ncnc3cc(Cl)ccc23)cc1
-24%	-2.7%	-6%	-37%	-2%	8%	1.1	-2.2%	5%	CC(C)N1CCN(Cc2ccc(-c3ccccc3Cl)o2)CC1CCO (stereo not given)
15%	-0.4%	-10%	28%	1%	1%	1	-4.7%	8%	O=C(CN1CCN(S(=O)(=O)c2ccccc2)CC1)NC(=O)NCc1ccccc1
32%	-2.5%	-4%	-16%	17%	22%	0.9	-9.8%	23%	COC(=O)N/N=C/c1cc([N+](=O)[O-])cc(Br)c1O

Single entries from above:
PMI inhibitors result of `COc1ccc(N2CC(NC(=O)NCC(C)C)CC2=O)cc1` (stereo not given) stands at 17%
NOD1 NF-kB reporter result of `O=C(NCCC1=CCCCC1)C1CCN(S(=O)(=O)c2cccc3nonc23)CC1` stands at -24%
TNAP activators result of `COc1ccc(CNC(=O)COC(=O)C2CC3C=CC2C3)cc1` (stereo not given) stands at 1.1
NOD1 NF-kB reporter result of `CCCCC(=O)Nc1nc2ccc3nc(C)sc3c2s1` stands at -22%
NOD1 NF-kB reporter result of `CC(C)N1CCN(Cc2ccc(-c3ccccc3Cl)o2)CC1CCO` (stereo not given) stands at -37%

Shown as labelled records: 2 of the compounds above
smiles: Cc1ccc(N=C/C(C(=O)C(F)(F)F)=C(\O)c2ccco2)cc1Cl
  KOR beta-arrestin-2: 9%; KOR beta-arrestin-1: -4.1%; LYP inhibition: -11%; NOD1 NF-kB reporter: -22%; human PMI inhibitors: -8%; PMI inhibitors: -12%; TNAP activators: 1; XIAP displacement: -3.1%; HEK293 NOD2/NF-kB: -82%
smiles: O=S(=O)(/N=C(/Nc1ccc(Cl)cc1Cl)c1ccccc1)c1cccs1
  KOR beta-arrestin-2: -34%; KOR beta-arrestin-1: 5.1%; LYP inhibition: -2%; NOD1 NF-kB reporter: 18%; human PMI inhibitors: -8%; PMI inhibitors: -1%; TNAP activators: 1.1; XIAP displacement: -8.1%; HEK293 NOD2/NF-kB: 3%

Further entries follow:
KOR beta-arrestin-2	KOR beta-arrestin-1	LYP inhibition	NOD1 NF-kB reporter	human PMI inhibitors	PMI inhibitors	TNAP activators	XIAP displacement	HEK293 NOD2/NF-kB	compound
-4%	11%	-8%	-12%	23%	32%	1.1	-6.2%	13%	O=C1C(=O)N(c2ccccc2)c2ccccc21
-13%	-0.9%	0%	-16%	8%	11%	1.1	0.8%	-10%	COc1cccc(NC(=O)CSc2nc(C)cs2)c1
4%[20 µM]	-4.0%	-2%	-10%	5%	5%	1	-2.7%	-2%	CCOC(=O)c1cccc(NS(=O)(=O)Cc2ccccc2)c1
-36%	1.4%	-11%	-10%	/	/	/	/	21%	CC(=O)N1c2ccc(S(=O)(=O)NCCC(=O)N3CCC(C)CC3)cc2CC1C (stereo not given)
15%	-0.6%	-2%	3%	-2%	8%	0.9	-2.0%	-3%	CCOc1ccccc1NC(=S)Nc1ncccc1C
2%	-2.9%	-7%	-33%	7%	-3%	0.9	-5.9%	-1%	Cc1ccc(S(=O)(=O)NC(=O)NC(=O)N(C)S(=O)(=O)c2ccc(C)cc2)cc1
-6%	1.0%	-15%	-3%	/	/	/	/	15%	O=C(NCc1ccccc1C(F)(F)F)C1CCC(=O)N(C2CC2)C1 (stereo not given)
-18%	-0.2%	-6%	-3%	/	/	/	/	14%	Cc1ccc(C)c(CN2C(=O)COc3ccccc32)c1
-38%	-3.6%	-3%	-1%	5%	13%	1.1	-4.5%	-4%	O=C(NCCn1ccc2ccccc21)c1ccc(S(=O)(=O)N2CCCCC2)cc1
-11%	15%	-9%	2%	0%	-4%	1	-4.4%	1%	CCOC(=O)C(C)Sc1nnc(CNC(=O)c2ccc(OC)cc2)n1C1CCCCC1 (stereo not given)
27%	-3.4%	-8%	-4%	-12%	-9%	1.1	-4.4%	4%	CCC(=O)NCCCCCCNC(=O)CC
-32%	-2.4%	6%	20%	19%	34%	1.3	-13%	1%	O=C(Nc1cc(C(F)(F)F)ccc1Cl)C(Sc1nnc(-c2cccs2)o1)c1ccccc1 (stereo not given)
